PI5P4Ka inh: inhibitors of human PI5P4K alpha | P48426 | PI5P4Kalpha enzyme, ADP-Glo luminescence, 60 min; active compounds read low | max response, % | hit rate 1.2% among 330,000; active = max response of -50% or lower; inconclusive = between -30% and -50%; inactive = -30% or higher; also: value at the top dose of about 77 µM; % is scaled to controls: 0 for no effect and ±100 for the full control effect
Target sequence (P48426 whole entry, looked up): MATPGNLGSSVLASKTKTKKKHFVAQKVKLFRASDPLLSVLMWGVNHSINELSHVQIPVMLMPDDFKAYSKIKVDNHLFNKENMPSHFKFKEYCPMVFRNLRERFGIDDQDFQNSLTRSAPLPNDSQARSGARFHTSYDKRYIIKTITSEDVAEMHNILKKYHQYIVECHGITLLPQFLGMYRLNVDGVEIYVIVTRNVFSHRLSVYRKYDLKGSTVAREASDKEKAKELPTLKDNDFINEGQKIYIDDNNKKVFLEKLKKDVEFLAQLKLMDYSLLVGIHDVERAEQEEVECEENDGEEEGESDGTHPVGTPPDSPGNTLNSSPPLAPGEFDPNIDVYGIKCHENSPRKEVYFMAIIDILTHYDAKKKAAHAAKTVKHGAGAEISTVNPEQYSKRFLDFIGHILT
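Compounds were pin-transferred onto PI5P4Kalpha and substrate in HEPES pH 7.4 buffer with EGTA, CHAPS and 5% DMSO. ATP (5 microM final) started the reaction, which ran 60 minutes at room temperature before ADP-Glo detection.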
EPAC1 antagonist: EPAC1 (human) antagonism | Potency, µM (top dose mostly 115 µM), for inactives: at the top dose activity change, negative = inhibition, usual class: inhibitors | EPAC1 GEF assay, Rap1b-BODIPY-GDP exchange fluorescence | hit rate 0.14% among 360,000 | O95398;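 also: potency is read from the fitted curve at half-maximal effect; plate controls were vehicle for no effect and positive control for full effect; nearly all actives have a fitted effect of over 50% in size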
GLP1R inv ag: acts as inverse agonist at human GLP-1 receptor; hit rate 1.6% among 410,000; Potency, µM (highest dose often 38.3 µM), for inactives: at the top dose activity change, negative = inhibition, hits mostly inhibitors; AID 624417; HEK293 GLP-1R CRE-luciferase, luminescence, 24 h; GLP-1R form is constitutively active; also: potency is read from the fitted curve at half-maximal effect; % is scaled to controls: 0 for no effect and ±100 for the full control effect; nearly all actives have a fitted effect of over 55% in size
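Inverse agonism was detected as reduced cAMP-driven luciferase luminescence after 24 h compound treatment. The cells were HEK293 clones expressing constitutively active human GLP-1R with the reporter. Reporter-only and GPR119 cell lines served as counterscreen controls.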
PTHR1 agonist: agonists of human PTHR1 parathyroid hormone receptor; Potency, µM (top dose mostly 115 µM), for inactives: at the top dose activation, usual class: activators; hit rate 0.075% among 410,000; HEK293 GP2 PTHR1 cells, GloSensor cAMP luminescence, 1 h; AID 743266; Q03431; also: potency is read from the fitted curve at half-maximal effect; nearly all actives have a fitted effect of over 55% in size; some results filed as inactive show a strong effect at the top dose; inactives centre near -15; many of its hits are not listed in these tables
Target sequence (Q03431 whole entry, looked up): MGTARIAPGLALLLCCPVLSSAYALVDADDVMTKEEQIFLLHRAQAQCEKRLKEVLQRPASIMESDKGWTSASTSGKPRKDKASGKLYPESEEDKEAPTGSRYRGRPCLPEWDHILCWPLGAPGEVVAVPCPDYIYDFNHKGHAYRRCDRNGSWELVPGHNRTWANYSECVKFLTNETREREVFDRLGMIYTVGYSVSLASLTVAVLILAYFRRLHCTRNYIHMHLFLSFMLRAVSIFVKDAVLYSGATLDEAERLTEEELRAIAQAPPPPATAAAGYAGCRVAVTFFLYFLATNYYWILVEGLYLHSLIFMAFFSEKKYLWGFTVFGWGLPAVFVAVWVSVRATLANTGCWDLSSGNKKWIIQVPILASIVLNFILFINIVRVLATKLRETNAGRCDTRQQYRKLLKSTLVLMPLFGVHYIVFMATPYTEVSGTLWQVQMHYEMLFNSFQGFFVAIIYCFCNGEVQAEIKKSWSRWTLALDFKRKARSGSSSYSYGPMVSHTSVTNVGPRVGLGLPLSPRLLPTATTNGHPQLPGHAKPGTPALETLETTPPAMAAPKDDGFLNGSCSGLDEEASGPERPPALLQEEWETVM
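HEK-293-derived GP2 cells expressing PTHR1 and a GloSensor cAMP reporter, 3,000/well, plated overnight, given luciferin plus IBMX (each 0.5 mM as added) for 1 h at 37 °C, then compound for 1 h at 37 °C. Luminescence was read after 15 min at room temperature.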
PLK1 PBD inh: blocks phosphopeptide binding to human PLK1 polo-box domain. P53350. Plk1 PBD binding of FITC phosphopeptide, fluorescence polarization. Potency, µM, for the others: max response, negative = inhibition, most hits filed as inhibitors. hit rate 2.8% among 360,000. AID 720504; also: potency is read from the fitted curve at half-maximal effect; series mostly up to about 57 µM; % is scaled to controls: 0 for no effect and ±100 for the full control effect; nearly all actives have a fitted effect of over 65% in size
IL2 activator: IL-2 activation; AID 652025; activation, % (series mostly up to about 46 µM); IL-2 activation reporter assay, cell-based qHTS; stimulated with anti-CD3/CD4/CD28 beads; in transgenic mouse T cells; hit rate 0.065% among 360,000; in the data active = activation above about 50%; inconclusive = mostly about 30% to 49%; also: 0% is about no effect
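Using fluorescent plate cytometry, EGFP and DsRed are detected in transgenic mouse T cells stimulated 18 h at 37 degrees C with antibody-coated beads after 60 min compound pretreatment.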
GLP1R ag: agonists of human GLP-1 receptor; hit rate 0.007% among 380,000; Potency, µM (top dose mostly 45.6 µM), for the others: top-dose activation, usual class: activators; P43220; AID 624172; HEK293 GLP-1R CRE-luciferase, luminescence, 4-6 h; cells express a hypersensitive GLP-1R form; also: potency is read from the fitted curve at half-maximal effect; % of control where 0% means no effect
EPAC1 ag: activates human EPAC1 exchange factor; EPAC1 agonist qHTS, biochemical assay; response scale: 100% = response to 6.5 mM cAMP; Potency, µM (doses to about 154 µM), without a hit: at the top dose activation, actives largely listed as activators; hit rate 0.073% among 360,000; AID 720707; also: potency is read from the fitted curve at half-maximal effect; nearly all actives have a fitted effect of over 60% in size
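Nucleotide exchange assay: 100 nM EPAC1 with 250 nM Rap1B loaded with BODIPY-GDP and 50 uM GDP, room temperature. Fluorescence (480/540 nm) read every 5 min for 30 min; signal change normalized to 6.5 mM cAMP as full agonist.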
HEK293 tox: cytotoxicity in counter-screen for GLP-1R inverse agonists | HEK293 cAMP-luciferase reporter cells, luminescence, 24 h | Potency, µM (doses to about 38.3 µM), inactives show at the highest dose activity change, negative = inhibition, usual class: inhibitors | hit rate 0.13% among 410,000;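 also: loss of luciferase light is scored as toxicity; potency is read from the fitted curve at half-maximal effect; % is scaled to controls: 0 for no effect and ±100 for the full control effect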
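MLSMR compounds, 24 hr on cells at 37 deg C/5% CO2; luminescence after luciferase reagent (12 min RT). Inhibition counted as the undesired cytotoxic outcome.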
An asterisk follows results filed as active; i = inactive; ? = inconclusive; · = no result given; [ ] = remark or other dose. Unless noted, calls follow the shape of the dose curve; as a rule, active = well fitted curve in the direction sought with a large enough effect; inconclusive = small, poorly fitted or top-dose-only effect, or another doubt; inactive = no such curve, though single readings can be large; an effect the other way counts as inactive or inconclusive.

molecule | PI5P4Ka inh | EPAC1 antagonist | GLP1R inv ag | PTHR1 agonist | PLK1 PBD inh | IL2 activator | GLP1R ag | EPAC1 ag | HEK293 tox
Cc1cccc(OCC(O)CNC(=O)c2ccccc2C(=O)O)c1 (stereo not drawn) | 4 | 13% | 19% | i | 1% | -0.8 | 4% | -7% | -7%
COc1ccc(CNc2oc(COc3ccc(Cl)cc3)nc2C#N)cc1 | 32 | ? | ? | -56%[inhibitor] | -4% | -0.5 | 1% | -3% | 68%[activator]
Cc1ccc(-c2cc(NC(=O)c3ccccc3)on2)cc1 | -4 | -2% | 5% | -16% | -20% | 0.1 | 20% | 7% | -1%
COc1ccc(CCNC(=O)c2cc(-c3cc(Cl)cc(Cl)c3)oc2C)cc1 | · | 0% | -20% | 9%[57.5 µM] | -8% | 0.6 | -10% | 10% | -16%
CCOc1ncccc1C(=O)OCC(=O)Nc1cccc(S(N)(=O)=O)c1 | 4 | 4% | 13% | i | -2% | 0.4 | 17% | -3% | 3%
O=C(NNC1=NCCCCC1)c1ccccc1 | · | -1% | 2% | -3%[57.5 µM] | -3% | -1.4 | -14% | 2% | -10%
Cc1ccc(S(=O)(=O)Nc2c(C)n(C)n(-c3ccccc3)c2=O)cc1C(=O)OC(C)C(=O)c1ccccc1 (stereo not drawn) | -2 | -3% | -18% | -14% | 4% | -0.1 | -6% | 3% | -33%
COc1cc(NC(=O)COc2ccc([N+](=O)[O-])cc2)ccc1NC(=O)c1ccco1 | 2 | -11% | 12% | -3% | -6% | 2.5 | 4% | 15% | 2%
CCOC(=O)C1(CCCc2ccccc2)CCN(C(=O)c2cc(C)nn2CC)CC1 | 5 | -25% | ? | -24% | -5% | 0.0 | 4% | -6% | 0%
CCOc1ccc(NC(=O)/C(C#N)=C\c2ccc(N3CCCC3)c(C)c2)cc1 | -14 | 0% | 1% | -24% | 37%[activator] | 174* | 10% | 21% | 5%
CC(C)c1ccc(-c2nnn(Cc3nc4ccccc4s3)n2)cc1 | · | -13% | -7% | -16% | 3% | -0.6 | 7% | 18% | 2%
CCC(=O)N1c2ccc(S(=O)(=O)CCC(=O)NCc3cccc(OC)c3)cc2CC1C (stereo not drawn) | · | · | -5% | -7% | · | · | 0% | · | -4%
CNC(=O)C(=O)NCC1OCCN1S(=O)(=O)c1ccc2c(c1)OCCO2 (stereo not drawn) | 1 | 14% | 23% | i | 0% | 2.5 | -1% | 2% | -18%
Cn1cccc1/C=N/NC(=O)CNc1ccc2ccccc2c1 | 9 | 7% | -3% | i | -7% | -0.9 | 2% | 9% | 18%
Cc1cc(=O)[nH]c(SCC(=O)N2c3ccccc3CC2C)n1 (stereo not drawn) | 1 | 9% | 6% | -19%[57.5 µM] | -9% | 1.0 | 5% | -6% | -12%
Cc1cccc(C)c1NC(=O)CS(=O)CC(=O)N1CCN(c2ccccc2)CC1 (stereo not drawn) | 3 | -7% | -2% | -4% | 1% | -1.6 | -2% | -2% | 12%
COc1ccc(OC)c(-c2csc(NC(=O)CSc3nnnn3C)n2)c1 | -10 | 9% | 11% | -21% | -10% | -3.6 | 1% | -1% | 5%
Cc1ccc(S(=O)(=O)N2CCN(C(=O)COC(=O)C3CCC3)CC2)c(C)c1 | -1 | -18% | 6% | -15% | 0% | -2.2 | 0% | -1% | -7%
COc1ccccc1NC(=O)CCC(=O)N/N=C(/C)c1ccc(C)cc1 | -5 | 5% | 31% | i | -4% | 7.0 | 2% | 1% | 0%
Cc1cc(Cl)ccc1C(=O)C1CCCN(C(=O)CN2CCOC2=O)C1 (stereo not drawn) | -3 | -1% | 8% | -9% | 0% | 1.8 | ? | -5% | -3%
CSCCC(NS(=O)(=O)c1ccc(C)cc1)C(=O)NCC(C)(C)N1CCOCC1 (stereo not drawn) | 7 | -7% | -7% | i | -12% | -0.4 | 5% | 20% | -9%
O=[N+]([O-])c1ccc2[nH]c(O)c(N=NC(=S)NCC3CCCO3)c2c1 (stereo not drawn) | -7 | -4% | 96%[activator] | i | -14% | -1.1 | 0% | -3% | ?
CCN(CC)C(=O)CSc1ncnc2sc(C)c(C)c12 | -9 | -6% | 6% | i | -17% | -0.2 | 15% | 4% | 7%
CCCCCCN1C[C@@H](O)[C@H](n2cc(-c3ccc(F)cc3)nn2)C[C@@H]1c1ccc(C)cc1 | -1 | 11% | 11% | -89%[inhibitor] | 1% | -3.4 | 4% | -7% | 0%
Cn1c(=O)oc2cc(S(=O)(=O)N3CCC(C(=O)N4CCN(c5ccc(Cl)cc5)CC4)CC3)ccc21 | · | · | 14% | -31%[inhibitor] | · | · | 1% | · | -4%
CC(C)c1c(C#N)c(N)nc(SCC(=O)c2cc3ccccc3oc2=O)c1C#N | -13 | 3% | 4% | -50%[inhibitor][57.5 µM] | -16% | -1.3 | 7% | 10% | -4%
CCOC(=O)c1cc(NC(=O)Nc2nccs2)c(C)nc1C | 2 | -15% | 5% | -17% | -10% | 0.1 | 10% | 4% | 5%
Cc1ccc2nc(N3CCC(C(=O)NC4CCCCC4)CC3)sc2c1 | 1 | 4% | ? | -46%[inhibitor] | -15% | -1.0 | 5% | -3% | -13%
CCOc1ccc(NC(=O)CN2C(=O)COc3ccc(Cl)cc32)cc1 | 0 | 4% | 5% | -5% | 0% | -3.1 | -5% | -8% | 0%
COCCCNC(=O)CN(c1cc(Cl)ccc1OC)S(=O)(=O)c1ccc(C)c([N+](=O)[O-])c1 | -9 | 7% | ? | -3% | -20% | -0.6 | 9% | -3% | -10%
CC(C)CCNC(=O)NC(=O)COc1ccccc1C#N | -4 | 4% | 19% | i | -5% | -1.8 | -5% | 0% | 4%
CC(=O)NC1(C(F)(F)F)NC(=O)N(C2CCCCC2)C1=O (stereo not drawn) | 2 | 4% | 0% | i | -1% | -1.6 | -10% | -2% | -3%
O=c1[nH]cnc2c1ncn2C1OC(CO)CC1F (stereo not drawn) | 6 | 1% | 5% | i | -6% | 0.5 | 5% | -3% | 0%
Fc1cccc(-c2cc3nc4c(c(N5CCC6(CC5)OCCO6)n3n2)CCCC4)c1 | · | 7% | 4% | i | 2% | -1.5 | -1% | 0% | 0%
Cc1cc2cc(OCC(=O)O)ccc2n1C | · | 8% | 2% | -20% | -1% | 1.9 | -4% | 0% | 1%
CCOCC(=O)Nc1ccc2c(c1)OCCO2 | -3 | -10% | -2% | i | -9% | -1.9 | 4% | -6% | -10%
COc1ccc(C)cc1NC(=O)CCN1CCCC1 | 0 | -5% | -7% | i | -12% | -3.2 | -1% | 2% | 8%
COc1ccc(SCCN2CC[C@@H](O)CCC2=O)cc1 | 11 | -2% | 6% | -18% | -10% | 0.8 | 4% | 9% | 26%
CCOC(=O)C(=O)N=Nc1c(O)[nH]c2ccccc12 | -10 | 5% | 12% | -19% | -4% | -0.4 | -18% | -1% | -14%
CCOC(=O)c1ccc(NC(=O)NNS(=O)(=O)c2cc(OC)ccc2OC)cc1 | 3 | -1% | -23% | i | 1% | 0.2 | 12% | -2% | 1%
CC1(C)CC(=O)c2sc(NC(=O)c3ccc4ncsc4c3)nc2C1 | -20 | 4% | 4% | -23% | -1% | 1.4 | -7% | -9% | -1%
COC(=O)c1cccc(NC(=O)c2cccc([N+](=O)[O-])c2)c1 | -4 | -22% | 6% | -3% | -2% | -1.0 | 0% | 5% | 2%
Cc1cc(NC(=O)COC(=O)CCNS(=O)(=O)c2ccccc2)n(-c2ccccc2)n1 | 0 | 10% | 13% | -17% | 1% | -3.5 | 11% | -3% | 1%
CNC(=S)NNC(=O)c1cc(C(C)(C)C)nn1Cc1ccc(F)cc1 | -7 | -15% | -15% | i | -15% | -0.4 | 4% | -1% | ?
CCCCC(c1nnnn1CS(=O)(=O)c1ccc(C)cc1)N1CCN(C)CC1 (stereo not drawn) | 2 | -2% | -3% | -16% | 21µM* | -0.8 | 5% | 3% | 5%
C=CCSc1nnc(-c2ccccc2N=Cc2c(C)[nH]n(-c3ccccc3)c2=O)c(=O)[nH]1 | 1 | -19% | -36% | -53% | -18% | 1.0 | 1% | -5% | -3%
CC(=O)Nc1ccccc1-c1nc2cc(C#N)c(C#N)cc2[nH]c1=O | -1 | -11% | 2% | -19% | -14% | -0.5 | 0% | -1% | -11%
O=C(c1ccc(Br)cc1)c1cc2ccc(O)cc2oc1=O | -63* | -2% | 16% | -39%[inhibitor] | 11µM* | -0.4 | 6% | 5% | 34%[activator]
CC(C)(C)c1cc(C(=O)NNC(=O)c2ccc(C(F)(F)F)cc2)no1 | 2 | 10% | -5% | i | -1% | 0.3 | -5% | -10% | -5%
COC(=O)c1ccc2nc(-c3ccc(Cl)cc3)c(Cc3ccc(OC)cc3C)n2c1 | 1 | -13% | ? | -6% | -1% | 0.4 | 0% | 11% | -4%

By substructure, those above with a nitro group on carbon.
molecule | PI5P4Ka inh | EPAC1 antagonist | GLP1R inv ag | PTHR1 agonist | PLK1 PBD inh | IL2 activator | GLP1R ag | EPAC1 ag | HEK293 tox
COc1cc(NC(=O)COc2ccc([N+](=O)[O-])cc2)ccc1NC(=O)c1ccco1 | 2 | -11% | 12% | -3% | -6% | 2.5 | 4% | 15% | 2%
O=[N+]([O-])c1ccc2[nH]c(O)c(N=NC(=S)NCC3CCCO3)c2c1 (stereo not drawn) | -7 | -4% | 96%[activator] | i | -14% | -1.1 | 0% | -3% | ?
COCCCNC(=O)CN(c1cc(Cl)ccc1OC)S(=O)(=O)c1ccc(C)c([N+](=O)[O-])c1 | -9 | 7% | ? | -3% | -20% | -0.6 | 9% | -3% | -10%
COC(=O)c1cccc(NC(=O)c2cccc([N+](=O)[O-])c2)c1 | -4 | -22% | 6% | -3% | -2% | -1.0 | 0% | 5% | 2%

A portion of the library (hit frequency here may not be typical).
